# TEAD-YAP block: TEAD-YAP interaction inhibition, primary screen, TEAD-YAP interaction inhibitor project, luminescence, HEK-TIYL cells; hit rate 1.4% among 640,000; TEAD-Gal4/YAP UAS-luciferase luminescence; inhibition, % at 9.12 µM; AID 1259422, 2018; in the data active means inhibition above about 32%;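 further: 0% = median of test compound wells and 100% = reference inhibitor wells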
# FBW7 act: FBW7 E3 ligase activators, primary screen, biochemical, AlphaScreen, human; F-box/WD repeat-containing protein 7 (Homo sapiens), Q969H0; AlphaScreen FBW7–phospho-cyclin E peptide binding, activator screen; normalized activity (activation), % at 26.1 µM; hit rate 0.13% among 650,000; in the data active means normalized activity above about 1.9%;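 further: purified mutant Fbw7 with reduced substrate affinity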
# GPR151 ag: activators of human GPR151, primary screen, cell-based, PathHunter beta-arrestin, luminescence. PathHunter beta-arrestin GPR151 cells. activation, % at 11.2 µM. AID 1508602, 2020. hit rate 1% among 650,000. G-protein coupled receptor 151 (Homo sapiens), Q8TDV0; in the data active means activation above about 4.9%;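 further: 0% = median of compound wells and 100% = cells with positive control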
# Target sequence (Q8TDV0 whole entry, looked up): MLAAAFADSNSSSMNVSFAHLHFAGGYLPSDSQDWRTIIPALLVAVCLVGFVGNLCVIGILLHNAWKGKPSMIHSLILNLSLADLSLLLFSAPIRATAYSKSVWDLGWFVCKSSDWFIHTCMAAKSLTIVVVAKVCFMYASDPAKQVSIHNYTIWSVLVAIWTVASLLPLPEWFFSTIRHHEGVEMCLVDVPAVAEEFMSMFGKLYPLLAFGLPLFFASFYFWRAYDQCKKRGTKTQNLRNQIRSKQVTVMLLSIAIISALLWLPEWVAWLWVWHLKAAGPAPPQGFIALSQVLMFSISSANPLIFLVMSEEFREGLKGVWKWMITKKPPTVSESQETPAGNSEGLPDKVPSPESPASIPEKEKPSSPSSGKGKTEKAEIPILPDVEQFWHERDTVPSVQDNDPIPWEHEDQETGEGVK
# MITF primary: MITF inhibitors, primary screen, biochemical, AlphaScreen, human | AlphaScreen MITF homodimerization, bead proximity signal | AID 1259374, 2018 | hit rate 0.91% among 650,000 | inhibition, % at 2.6 µM | Microphthalmia-associated transcription factor (Homo sapiens), O75030; in the data active means inhibition above about 50%;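 further: 0% = vehicle wells with protein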
# Target sequence (O75030 whole entry, looked up): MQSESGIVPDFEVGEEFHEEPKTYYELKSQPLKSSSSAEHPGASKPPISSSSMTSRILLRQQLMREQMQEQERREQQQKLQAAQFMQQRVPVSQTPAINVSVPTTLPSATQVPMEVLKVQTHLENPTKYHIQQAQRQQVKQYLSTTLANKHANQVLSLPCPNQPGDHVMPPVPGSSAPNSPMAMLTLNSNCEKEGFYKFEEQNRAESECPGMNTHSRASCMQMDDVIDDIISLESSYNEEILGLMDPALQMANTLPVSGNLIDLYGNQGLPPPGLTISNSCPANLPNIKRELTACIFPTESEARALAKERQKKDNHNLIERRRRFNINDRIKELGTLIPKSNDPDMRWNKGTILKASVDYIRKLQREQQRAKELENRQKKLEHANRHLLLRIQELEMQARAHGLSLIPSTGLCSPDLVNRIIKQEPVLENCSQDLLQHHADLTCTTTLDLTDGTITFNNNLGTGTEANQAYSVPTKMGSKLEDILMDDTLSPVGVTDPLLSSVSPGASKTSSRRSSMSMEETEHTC
# Active calls of the source: *; & = joins results of further samples.
SMILES,TEAD-YAP block,FBW7 act,GPR151 ag,MITF primary
Cc1onc(-c2ccccc2Cl)c1C(=O)Nc1cccc(F)c1,10,-0.1,0.4,-2
N#C/C(=C\c1ccc(O)c(O)c1)C(=O)Nc1ccccc1,-7,-0.3&-0.2,-3.2&-3.0,-11&13
CCOc1ccc(N(CC(=O)Nc2ccc3c(c2)OCO3)S(=O)(=O)c2ccccc2)cc1,6,-0.1,0.7,-12
CCOc1ccc(C2=CC(C(C(C)=O)C(C)=O)c3ccccc3O2)cc1 (stereo not given),-55,0.1,0.4,-2
CCc1c(C)c(C#N)c2[nH]c3ccccc3n2c1=O,16,0.5,-0.8,21
CCCCCCc1cc2cc(-c3nnc(Nc4ccc(F)cc4)s3)c(=O)oc2cc1O,4,0.0,0.3,1
C[C@H](Cn1nnc2ccccc21)NC(=O)c1cnn2cccnc12,-4,0.0,1.7,8
CCCC(CCC)C(=O)Nc1ccc2c(c1)C(=O)NC2=O,2,0.0,0.7,14
COc1ccccc1NC=C1C(=O)OC2(CCCCC2)OC1=O,5,0.2,-1.8,7
COc1ccc(-n2c(C)cc(C=C(C#N)C#N)c2C)cc1,8,0.0,-0.3,2
CCN(CC)CCOc1nnc(-c2ccc(Cl)cc2)c2ccccc12,8,-0.6,1.7,9
N#Cc1ccc(C(=O)Nc2nc3c(F)c(F)c(F)cc3s2)cc1,7,-0.1,-0.7,-4
COc1ccc(CCNC(=O)CNC(=O)Cn2cnc3ccccc3c2=O)cc1OC,-6,0.1,-0.2,-3
CC(C)(CO)NC(=O)c1cccc([N+](=O)[O-])c1,10,0.2,0.6,13
COc1cccc(-c2nc3ccccc3c(=O)n2NC(=O)c2ccc(C(C)(C)C)cc2)c1,0,0.0,-0.2,2
CC(C)CCCC(C)NS(=O)(=O)Cc1ccccc1 (stereo not given),7,-0.1,-0.9,-13
CCOC(=O)c1c(/N=C/c2c(O)n(C)c(=O)n(C)c2=O)sc2c1CCCC2,-2,-0.1,-1.4,4
Cc1cccc(C(=O)NC2CCCC2)c1[N+](=O)[O-],-7,0.1,3.2,7
COCC1=C(C(=O)OC)C(c2ccc(Cl)cc2Cl)n2ncnc2N1 (stereo not given),-3,-0.1,0.8,-7
CC(NC(=O)CCC(=O)c1ccc(Cl)s1)C1CC2CCC1C2 (stereo not given),-4,0.2,0.1,1
Cc1ccc(NC(=O)CSCC#N)cc1,-12,-0.1,-1.4,5
Cc1cc(NC(=O)c2ccc3c(c2)C(=O)N(N2C(=O)c4ccccc4C2=O)C3=O)no1,8,-0.1,2.0,-1
O=C1CC(C(=O)O)C2(CCCCC2)O1 (stereo not given),-6,0.0,0.9,1
CC(=O)NC/C(C)=N/NC(=O)c1ccc([N+](=O)[O-])cc1,6,-0.2,0.4,-16
COc1ccccc1CCNC(=O)c1cc2c(=O)n(C)c(=O)n(C)c2s1,-3,0.9,0.5,9

# Remaining list, next part:
SMILES,TEAD-YAP block,FBW7 act,GPR151 ag,MITF primary
COc1ccccc1C(=O)N1CCC2(CC1)OCc1cc(Cl)ccc1O2,21,-0.2,-0.5,-10
COC(=O)c1ccccc1NC(=O)Nc1ccc(I)cc1,-6,0.1,-0.7,12
Nc1nccc(-c2ccc3nc(C4COc5ccc(C(=O)NC6CCC6)cc5C4)[nH]c3c2)n1 (stereo not given),-5,0.0,-0.2,6
COC(=O)c1c(NC(=O)C(=O)NCc2ccncc2)sc2c1CCC2,-12,-0.2,0.3,1
C/C(=N/N1CCN(c2ccccn2)CC1)c1ccc(Br)cc1,-12,0.1,1.0,7
CCn1cc(C(=O)NCCCN2CCOCC2)c(=O)c2ccc(C)nc21,-4,0.1,-0.3,22
COCCNc1ccc2ncc(-c3cccc(C(F)(F)F)c3)n2n1,5,0.1,0.3,65*
Cc1c(C(=O)N2CCC(C)CC2)sc2ncn(CC(=O)N3CC(C)CC(C)C3)c(=O)c12 (stereo not given),11,0.4,0.6,13
c1ccc(-c2noc(CN3CCSCC3)n2)nc1,-20,0.0,1.1,10
CC(=O)Nc1ccc(Nc2nc(-c3csc4ccccc34)nc3c2ncn3C(C)C)cc1,-16,0.0,0.2,-8
O=C(NC1CCCC1)C1N(CCc2ccccc2)C(=O)C2C(c3ccccc3)C3C=CC21O3 (stereo not given),0,-0.1,-0.9,4
COc1ccc(CCN2CCC(N(CC3CC3)C(=O)Nc3cccc(C(C)=O)c3)CC2)cc1,6,0.1,1.1,12
CO[C@H]1[C@H](NC(=O)CSC)c2ccccc2C12CCN(C)CC2,3,0.0,0.5,11
O=C(/C=C/c1ccc(Cl)cc1Cl)NNC(=O)CCN1CCN(c2ccccc2)CC1,3,0.1,-1.3,15
O=C(O)CCCc1nc(-c2cccs2)no1,-5,0.0,1.6,-4
CCc1c(C)nc2ncnn2c1Nc1ccc(F)cc1F,-6,1.1,-1.3,9
NC(=O)C1CCN(c2cc(N3CCOCC3)ccc2[N+](=O)[O-])CC1,-5,-0.1,-0.8,-4
CCCOc1ccc(N2C(=O)C3C4c5ccccc5C(C(C)=O)(c5ccccc54)C3C2=O)cc1 (stereo not given),-6,-0.1,3.0,6
Cc1ccc(NC(=O)CC2Sc3ccccc3NC2=O)cc1Cl (stereo not given),7,0.1,0.3,-20
Nc1ccc(-c2cnc3c(NCCc4ccncc4)nccn23)cc1,2,0.0,-0.2,-13
COc1cc(C(=S)N2CCCCC2)ccc1OC(=O)c1ccccc1,-4,-0.1,1.1,-14
Cc1c(NS(=O)(=O)c2ccccc2)cc(Br)c(O)c1C,4,-0.1,-0.6,8
N#CSC(Cc1ccccc1)C(=O)OCCCl (stereo not given),-4,0.0,0.9,8
O=C(Cn1nc(-c2ccccc2)ccc1=O)NCc1cccs1,-24,-0.1,0.7,-9
CC(=O)Nc1cccc(C(=O)N2CCN(c3ccccc3O)CC2)c1,-1,0.1,-0.8,6

# The listing continues:
SMILES,TEAD-YAP block,FBW7 act,GPR151 ag,MITF primary
CN(N)C1=NS(=O)(=O)c2ccccc21,1,0.0,0.9,2
CCOC(=O)c1ccc(-c2ccc(/C=C3\Sc4ccccc4C3=O)o2)cc1,-13,-0.1,-1.7,1
O=S(=O)(NCc1cccs1)c1ccc(F)c(Cl)c1,1,0.0,-0.2,5
Cc1nn(S(=O)(=O)c2ccc(Br)cc2)c(C)c1Sc1ccccc1,6,-0.1,-0.7,5
COc1ccc(NC(=O)CSC(C)c2nc3ccccc3c(=O)[nH]2)cc1 (stereo not given),3,0.1,-0.1,10
O=c1c(I)cn(Cc2ccccc2)c(=O)n1Cc1ccccc1,6,-0.1,-0.6,8
COc1cccc(CN2CCc3nc4ccncc4cc3C2)c1,-6,0.5,0.4,16
O=C(NC1CCCCC1)/C(=C/c1ccccc1)NC(=O)c1ccccc1,-8,-0.3,-0.4,-10
COc1ccccc1CCc1nnc(CCC(=O)N(CCO)Cc2ccccc2)o1,-6,0.1,0.4,5
CC(C)(C)NC(=O)CSc1nnc(-c2ccccc2)n1Cc1ccco1,-3,0.3,-0.4,17
CCC(=O)N1CCN(c2cc(C)c([N+](=O)[O-])cc2F)CC1C (stereo not given),2,0.7,0.1,-7
O=C(Nc1cc(C(F)(F)F)ccc1Oc1cccc(F)c1)c1ccco1,0,-0.1,-0.4,-9
O=C(Cn1nc(-c2ccccc2)ccc1=O)NC1CCCCCCC1,-1,0.2,-0.1,1
C=CCc1ccc(OCCn2cc(/C=C3/C(=N)N4N=C(C)SC4=NC3=O)c3ccccc32)c(OC)c1,-7,-0.6,0.0,3
COC(=O)c1sccc1NC(=O)c1csc(C)c1,14,0.7,1.6,17
CN1\C(=C/C=N/N=C/C(=O)c2ccccc2O)C(C)(C)c2ccccc21,-19,-0.1,3.0,8
O=c1cc(NC2CCCCCC2)[nH]c(=O)[nH]1,10,-0.3,0.8,11
C(=N/Nc1nccs1)/c1ccc(OCc2ccccc2)cc1,-1,0.4,-2.0,19
O=C(NCc1ccccc1)c1nn2c(C(F)(F)F)cc(-c3ccc(Cl)cc3)nc2c1Cl,-3,-0.1,0.2,3
Cc1cc(C)cc(NC(=O)Nc2nnc(N3CCCC3)s2)c1,-3,0.9,-2.3,13
Nc1cccc2c(=O)[nH][nH]c(=O)c12,-9,0.1,-0.5,9
CCCc1nn(C(C)C(N)=O)c(=O)c2cc3ccsc3n12 (stereo not given),2,-0.1,1.4,3
CC1CCN(CC(O)COc2ccccc2)CC1 (stereo not given),3,0.0,-0.4,-1
O=C(Nc1cccnc1)c1cc(-c2ccncc2)nc2ccccc12,6,-0.2,0.5,6
COc1cc(C)ccc1S(=O)(=O)NC1CC(C)(C)NC(C)(C)C1,8,0.0,0.2,16

# The list continues.
SMILES,TEAD-YAP block,FBW7 act,GPR151 ag,MITF primary
O=C(CCCc1ccccc1)Nc1cccc([N+](=O)[O-])c1,-67,0.1,2.2,10
O=C(CC1S/C(=N\N=C\c2ccco2)NC1=O)Nc1ccc(Cl)c(Cl)c1 (stereo not given),5,0.0,1.2,-2
COC(=O)N/N=C\c1ccc(OC(=O)c2ccco2)c(OC)c1,5,0.7,-1.7,10
CC(C)(C)c1nnc(NC(=O)NS(=O)(=O)c2ccccc2)s1,3,0.0,4.5,7
Cc1cc(Cl)c(S(=O)(=O)N(C)c2ccccc2C(=O)O)cc1OCC(N)=O,7,0.1,0.7,13
CC(C)OC(=O)C(C)Nc1n[nH]c(=O)[nH]c1=O (stereo not given),2,0.1,0.3,-9
Cc1ccc[n+](CC(=O)c2cccs2)c1,-1,-0.3,0.4,-1
COc1ccc(C(=O)NCCCc2nc3ccccc3n2CC(C)C)cc1OC,7,0.8,0.0,12
CCOC(=O)c1c(C)n(CC(O)CN(C)C)c2cc(Br)c(OC)cc12 (stereo not given),1,0.0,-1.6,-13
COc1ccc(C2NC(=O)NC3=C2C(=O)N(Cc2ccccc2Cl)C3)cc1 (stereo not given),2,0.0,1.0,7
CCOC(=O)C1=C(c2ccccc2)N=c2s/c(=C\c3cccc(OC)c3)c(=O)n2C1c1c(OC)ccc2ccccc12 (stereo not given),6,-0.1,0.6,2
O=C(c1cccs1)N1CCN(c2ccccn2)CC1,-10,0.3,-0.3,11
C/C(CC(=O)Nc1ccccc1F)=N\NC(=O)C(=O)NCCO,-4,-0.1,0.9,-10
CCOC(=O)N1CCN(C(=O)C2CC23CCN(CC2CC=CCC2)CC3)CC1 (stereo not given),0,0.8,-0.5,-14
Cc1ccccc1C(=O)N/C(=C/c1ccc(-c2cccnc2Cl)o1)C(=O)NC1CC1,-1,0.2,-0.3,8
CCCSc1nnc2c(n1)OC(c1cc(Cl)c(O)c(OC)c1)Nc1ccccc1-2 (stereo not given),-61,0.0,-0.2,-4
COc1ccccc1/C=C/CN1CCN(C2CCN(C(C)C)CC2)C(CCO)C1 (stereo not given),-1,0.0,2.1,-21
CCOc1ccc(N2CC(C(=O)N3CCN(C(=O)C4CC(=O)N(c5ccc(OCC)cc5)C4)CC3)CC2=O)cc1 (stereo not given),-24,-0.1,2.3,-2
COc1ccc(C2Nn3c(C)nnc3SC2C(=O)N2CCOCC2)cc1Cl (stereo not given),3,0.1,0.8,13
Cn1cc(-c2cnc3c(N4CCN(C(=O)c5ccco5)CC4)nccn23)cn1,3,0.1,1.9,1

# Screening data as filed in PubChem BioAssay.
